# High-throughput results from PubChem BioAssay.
# CHO parental Ca: counter-screen: ATP calcium response change in parental CHO cells. inhibition, % at 5.6 µM. AID 463079. parental CHO-K1, ATP-induced calcium, Fluo-8 fluorescence. 0.63% of 330,000 active;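 active = inhibition above that plate's mean sample inhibition plus 3 SD, cut at about 26% in these data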;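 note: 0% = ATP-challenged DMSO wells and 100% = DMSO wells without ATP; some compounds past the cut are filed as inactive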
#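 Material: Parental CHO cells | Reagent: ATP | Compound dosing: Single nominal dose of 5.6 µM per compound | Detection: Intracellular calcium via Fluo-8 no-wash fluorescent dye | Read-out: % inhibition of ATP-induced calcium mobilization | Benchmarks: Low control ATP plus DMSO, high control DMSO only | Replicates: Singlicate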
# CHO-K1 Ca ag: M1 agonist counterscreen hit in parental CHO-K1 cells; Fluo-8 calcium fluorescence; scaled to maximal ATP response, vehicle zero; activation, % at 3 µM; 0.48% of 360,000 active; AID 602248; in the data active = activation above about 15%;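 note: untransfected CHO-K1 host cells lacking M1 receptor as counterscreen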
# M1 ag: activates human CHRM1 receptor | P11229 | CHO-K1 hM1, Fluo-8 calcium fluorescence, agonist mode; 0% DMSO, 100% acetylcholine EC100 | activation, % at 3 µM | 0.33% of 360,000 active | AID 588814;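 active = activation above the run's mean compound activation plus 3 SD, cut at about 16% in these data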;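 note: peak over basal fluorescence ratio within a 140 s kinetic read after compound addition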
# Target sequence (P11229 whole entry, looked up): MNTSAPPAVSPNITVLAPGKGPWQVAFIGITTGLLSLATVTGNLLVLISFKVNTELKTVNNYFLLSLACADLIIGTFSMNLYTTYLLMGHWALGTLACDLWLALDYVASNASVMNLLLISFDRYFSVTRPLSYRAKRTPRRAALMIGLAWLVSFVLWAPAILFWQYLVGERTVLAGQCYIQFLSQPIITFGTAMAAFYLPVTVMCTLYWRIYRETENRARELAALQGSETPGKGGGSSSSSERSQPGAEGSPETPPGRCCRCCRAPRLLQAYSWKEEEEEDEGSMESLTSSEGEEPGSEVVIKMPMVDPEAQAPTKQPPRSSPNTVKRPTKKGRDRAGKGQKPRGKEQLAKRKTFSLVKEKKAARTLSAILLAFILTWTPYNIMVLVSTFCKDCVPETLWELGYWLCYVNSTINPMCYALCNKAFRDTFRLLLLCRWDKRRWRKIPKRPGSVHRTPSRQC
# M4 antag: antagonists of human muscarinic M4 receptor (CHRM4). inhibition, % at 3 µM. 0.73% of 360,000 active. CHO-hM4 cells, ACh EC80, Fluo-8 calcium fluorescence. AID 624125;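 active = inhibition above its plate's cutoff, the mean inhibition of sample wells plus 3 SD, cut at about 27% in these data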;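 note: 0% = acetylcholine EC80 with DMSO and 100% = DMSO without agonist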
# Target sequence (P08173 whole entry, looked up): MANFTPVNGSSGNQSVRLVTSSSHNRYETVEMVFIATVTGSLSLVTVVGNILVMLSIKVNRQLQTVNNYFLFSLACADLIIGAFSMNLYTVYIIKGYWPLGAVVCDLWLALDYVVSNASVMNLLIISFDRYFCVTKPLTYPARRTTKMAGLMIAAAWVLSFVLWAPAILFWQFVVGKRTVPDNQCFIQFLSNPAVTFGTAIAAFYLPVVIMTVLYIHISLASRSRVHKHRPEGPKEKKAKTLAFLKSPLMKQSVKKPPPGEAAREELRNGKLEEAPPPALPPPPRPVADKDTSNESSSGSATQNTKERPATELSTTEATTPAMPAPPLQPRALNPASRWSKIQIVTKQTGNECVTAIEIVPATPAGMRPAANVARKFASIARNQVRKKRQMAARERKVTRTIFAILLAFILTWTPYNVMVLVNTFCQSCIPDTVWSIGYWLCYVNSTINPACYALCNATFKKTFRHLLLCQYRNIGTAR
# M4 ag: agonists of human muscarinic M4 receptor (CHRM4); CHO-K1 hM4/Gqi5, Fluo-8 calcium fluorescence; vehicle 0%, full acetylcholine response 100%; activation, % at 3 µM; AID 624127; P08173; 0.14% of 360,000 active;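 active = activation above the run mean over all test wells plus 3 SD, cut at about 32% in these data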;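 note: peak over basal fluorescence ratio per well then scaled between controls; 0% = DMSO wells and 100% = acetylcholine at EC100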
# CHRM1 antagonist: human CHRM1 antagonism; P11229; CHO-K1 hM1, Fluo-8 calcium fluorescence, ACh EC80 antagonist; inhibition, % at 3 µM; 1.3% of 360,000 active; AID 588852;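 active = percent inhibition above its own plate's cutoff, namely the mean of that plate's compound wells plus 3 SD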;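 note: peak over basal fluorescence ratio during 140 s after agonist addition; 0% = ACh EC80 plus DMSO and 100% = DMSO alone without agonist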
# M1 PAM: positive allosteric modulators of human M1 muscarinic receptor; P11229; CHO-K1 hM1, Fluo-8 calcium fluorescence, ACh EC20; 0% = ACh EC20, 100% = maximal ACh; activation, % at 3 µM; 0.088% of 360,000 active; in the data active = activation above about 19%, passing the limit was not always enough
# CHO-K1 Ca antag: M1 antagonist counterscreen hit in parental CHO-K1 cells; ATP-induced calcium, Fluo-8 fluorescence; inhibition, % at 3 µM; 0.6% of 360,000 active;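 active = inhibition above a per-plate cutoff, the plate's mean sample inhibition plus 3 SD, cut at about 24% in these data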;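 note: 0% = DMSO plus EC80 ATP and 100% = DMSO alone without ATP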
# OXTR potentiate: human OXTR potentiation | 0.061% of 320,000 active | CHO-OTR cells, Fluo-8 calcium fluorescence, potentiator mode; 0% = oxytocin EC15, 100% = EC100 | AID 2445 | P30559 | activation, % at 3 µM;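 active = activation above that plate's cutoff, the mean activation of tested compounds plus 3 SD, cut at about 6.6% in these data, passing the limit was not always enough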;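 note: 100% uses oxytocin at 75 nM as the full agonist control; some results filed as inactive read as strong as hits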
#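 Assay system: CHO cell line stably expressing human OTR. Reagent: EC15 oxytocin agonist. Dosing: single dose, 3.0 µM nominal final compound concentration. Timing: compound 6 min at room temperature before oxytocin, 100 s read. Signal: kinetic Fluo-8 calcium fluorescence. Controls: oxytocin EC15 low and EC100 high.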
# * hit, by the source's call; · = not tested or not shown.
SMILES,CHO parental Ca,CHO-K1 Ca ag,M1 ag,M4 antag,M4 ag,CHRM1 antagonist,M1 PAM,CHO-K1 Ca antag,OXTR potentiate
Cc1c(NC(=O)CN2C(=O)NC(CCc3ccccc3)C2=O)c(=O)n(-c2ccccc2)n1C (stereo unspecified),-5,3.8,-3,-7,19,20,-5,-11,9
COc1ccc(COC[C@H](CC(C)C)N2CCN(C(=O)c3cccc(C(F)(F)F)c3)CCC2=O)cc1,·,2.8,·,-13,4,·,·,-2,·
CCCCNC(=O)N1CCC(CCC(=O)N(C)Cc2ccccc2)CC1,-18,0.4,-5,4,0,-8,4,-2,-7
Cc1nn(C)c(C)c1NS(=O)(=O)c1ccccc1Cl,1,0.1,0,-8,2,-7,12,-6,-5
O=C(COC(=O)CNC(=O)c1ccc(Cl)cc1Cl)NCc1ccco1,-2,0.6,1,-6,0,-10,1,-2,1
C=CCc1ccccc1OCC(CN1CCCCC1)OC(C)=O (stereo unspecified),-12,0.5,-4,-10,1,-10,5,-11,-9
O=S(=O)(c1ccc(F)cc1)N1CCN(C(=S)NCc2ccco2)CC1,-20,1.0,-3,6,4,9,1,9,-3
O=C(NC(=S)Nc1ccc(Cc2ccncc2)cc1)c1ccccc1,-18,2.0,-4,-4,9,-2,7,-5,-4
Cc1nnc(SCC(=O)c2c(N)n(Cc3ccccc3)c(=O)n(C)c2=O)n1C,-10,0.1,-7,5,0,-14,11,-16,-10
CC(C)C(=O)NCCc1nc(-c2ccccc2)no1,7,-0.2,-5,4,0,-7,7,-5,-8
COCCn1c(SCC(=O)N2CCOCC2)nc2c(c1=O)SCC2,-1,-0.6,-3,8,-1,10,1,-2,2
CC(=O)C1=C(O)C=C(c2ccco2)CC1c1ccco1 (stereo unspecified),-10,-0.4,-6,-7,0,-3,4,-19,-8
Cc1ccc(C(=O)NCC(=O)N2CCN(c3ccccc3)CC2)cc1,-1,0.0,-2,3,1,-21,10,3,1
O=C(NCCCN1CCCC1=O)Nc1ccc(Cl)cc1,-12,0.7,0,4,3,-2,8,-26,-6
CSc1nc(NCc2ccco2)c2ccccc2n1,-16,1.9,-1,-2,4,0,-8,-3,-5
CC(=O)N1c2ccc(S(=O)(=O)NCCC(=O)NCCc3cccc(C)c3)cc2CC1C (stereo unspecified),-16,6.6,1,2,5,-11,7,-7,-11
COc1ccccc1C1Nc2ccccc2NC2=C1C(=O)CC(C)(C)C2 (stereo unspecified),-13,13,2,-9,1,-8,6,1,-2
c1ccc(-c2nnc(-c3ccccc3)c(-c3c[nH]c4ccccc34)n2)cc1,1,0.4,2,1,0,-47,6,-6,-20
Cc1cc(C)nc(NC(=S)Nc2ccccc2)n1,6,0.3,-4,-5,3,-12,8,-7,-10
Cc1ccc(CN2C(=O)C(=O)N(CC(N)=O)C2=O)cc1,13,-0.1,-2,-5,0,-6,9,-3,-4
Cc1nn(CC(=O)N(C)Cc2ccccc2)c(=O)c2cccn12,2,0.1,-2,-6,2,-1,3,-2,-3
CC(C)c1ccc(C2(C)NC(=O)N(CC(=O)NC3CCCC(C)C3C)C2=O)cc1 (stereo unspecified),-30,1.1,3,-16,3,3,1,-9,-13
CN(Cc1ccc(F)cc1)S(=O)(=O)c1nnc(NC(=O)c2ccccc2Br)s1,5,6.3,3,-2,6,-11,6,-4,-9
CCc1ccccc1NC(=S)N1CCC(NC(=O)c2ccc(OC)cc2)CC1,4,-0.1,-1,5,1,5,-5,-2,-1
CSCCC(=O)N1CCCC(CNC(=O)c2ccc(-c3ccccc3)cc2)C1 (stereo unspecified),-9,3.6,-8,-4,3,-4,8,-6,-12
CCC(C)(C)n1nnnc1C(c1cc(OC)c(OC)c(OC)c1)N1CCN(c2ccccc2)CC1 (stereo unspecified),5,0.3,-1,-2,0,-25,-1,-7,-7
CCN(CC)S(=O)(=O)c1cc(C(=O)O)ccc1Cl,-9,0.8,-2,6,0,-3,3,-24,-4
CC(C)C(=O)Nc1cccc(NC(=S)NC(=O)c2cccs2)c1,7,6.2,0,-11,13,-8,1,-5,-10
CC1Cc2cc(/C(O)=C3/C(=O)C(=O)N(CCCN4CCOCC4)C3c3ccc(C(C)C)cc3)ccc2O1 (stereo unspecified),1,1.8,-2,8,2,14,-3,-13,-9
Cc1c(NC(=O)CSC2=C(C#N)C(c3ccccc3F)CC(=O)N2)c(=O)n(-c2ccccc2)n1C (stereo unspecified),-6,2.1,-4,-4,0,9,-2,16,-11

# Some entries already given with just CHO-K1 Ca ag, M4 ag and OXTR potentiate.
SMILES	CHO-K1 Ca ag	M4 ag	OXTR potentiate
CC(=O)N1c2ccc(S(=O)(=O)NCCC(=O)NCCc3cccc(C)c3)cc2CC1C (stereo unspecified)	6.6	5	-11
COc1ccccc1C1Nc2ccccc2NC2=C1C(=O)CC(C)(C)C2 (stereo unspecified)	13	1	-2
c1ccc(-c2nnc(-c3ccccc3)c(-c3c[nH]c4ccccc34)n2)cc1	0.4	0	-20
Cc1cc(C)nc(NC(=S)Nc2ccccc2)n1	0.3	3	-10

# The listing continues:
SMILES,CHO parental Ca,CHO-K1 Ca ag,M1 ag,M4 antag,M4 ag,CHRM1 antagonist,M1 PAM,CHO-K1 Ca antag,OXTR potentiate
CCN(CC)C(=O)/C(=C/c1cn(S(=O)(=O)N(C)C)c2ccccc12)NC(=O)c1ccc(OC)cc1,-6,0.2,-2,-8,1,3,1,-16,-11
COc1ccc(NC(=O)Cn2nnc(-c3ccccc3N)n2)cc1OC,-8,0.9,-4,4,2,-2,1,0,-3
CCN(CCn1cccn1)C(=O)CC1C(=O)NCCN1CCc1ccccc1 (stereo unspecified),-11,0.8,-3,-3,1,-1,2,-5,-8
CCOC(=O)c1c(NC(=O)COC(=O)Cc2n[nH]c(=O)c3ccccc23)sc(C(=O)NC)c1C,-9,0.3,-5,12,1,-8,13,9,2
O=C(CCn1c(=O)oc2ccccc21)N1CCCCCC1,1,0.5,-4,12,1,-15,6,-10,-5
Cc1cc(=O)oc2cc(OC(C)C(=O)O)c(Cl)cc12 (stereo unspecified),-6,0.7,-5,2,2,-14,2,-19,-5
CC(C)c1ccc(C(=O)NCCCNC(=O)c2cnccn2)cc1,2,-0.4,2,-6,0,-2,14,-7,-8
COc1cc(/C=C2\C(C)=C(C#N)c3nc(N)c(C#N)c(C)c32)ccc1OCC(=O)O,-8,0.4,-3,-11,0,-15,5,-14,1
COc1ccc(CC(=O)OCc2nnc(C3COc4ccccc4O3)o2)cc1OC (stereo unspecified),-22,0.5,-3,4,3,-10,9,-6,-12
CC1CCCCC1NC(=O)C1CCN(S(=O)(=O)c2cccc3nsnc23)CC1 (stereo unspecified),-6,0.4,-3,0,2,2,4,-20,-4
COc1ccc(C)cc1NC(=O)Cn1cnc2sc(C)c(S(=O)(=O)N3CCOCC3)c2c1=O,-3,1.0,-3,-3,0,-9,9,12,-19
Cc1ccc2c(c1)c(-c1ccccc1)nc1nnnn12,3,2.3,-5,4,1,5,3,-13,2
O=S(=O)(c1ccc(Cl)cc1)c1cc(O)ccc1O,-5,0.6,2,-10,0,-24,16,-5,-12
O=C1c2ccccc2C(=O)c2c1cccc2N1CCN(Cc2ccccc2)CC1,-26,-0.3,-5,-5,1,-4,0,-3,-14
CN(CC(=O)NCc1ccc2c(c1)OCO2)S(=O)(=O)c1ccc(Br)s1,-12,0.5,-4,-7,3,-27,3,-6,-3
O=C(c1cc2n(n1)C(C(F)(F)F)CC(c1ccco1)N2)N1CCN(c2ccccn2)CC1 (stereo unspecified),-24,2.3,-1,3,4,19,-7,-6,-8
FC(F)(F)c1cc(C(F)(F)F)c2ccc(N3CCN(c4ccc(Cl)cc4)CC3)nc2n1,0,0.3,-6,9,0,1,3,14,-2
Cc1noc(C(=O)N2CCN(c3ccc(F)cc3)CC2)c1Cl,5,1.0,-3,-4,1,-8,6,-1,0
CCCc1nnc(SCC(=O)Nc2cccc(C(F)(F)F)c2)o1,7,5.8,-2,2,4,-3,6,-17,-7
CC(C)COC(=O)c1nnsc1NC(=O)Nc1ccccc1,-4,2.8,0,-4,3,1,-1,-23,-3
O=C(OCc1ccccc1Cl)c1cc([N+](=O)[O-])ccc1N1CCOCC1,-12,0.7,-5,8,1,3,0,-11,-12
COc1cc(OC)c(C2=NOC(C(=O)NCCc3ccccc3)C2)cc1Cl (stereo unspecified),-13,1.6,-4,1,0,-2,1,-14,-1
O=C(CC1C(=O)NCCN1CC1CCCCC1)NCc1cccc(F)c1F (stereo unspecified),-21,0.7,-1,-15,1,-11,9,-9,-7
O=S(=O)(Nc1ccc(N2CCOCC2)cc1)c1ccc(F)cc1F,-21,1.2,0,-11,2,-8,10,-10,-15
COc1cc2ccccc2cc1C(=O)N1CCN(c2ccccc2O)CC1,-23,2.0,0,-14,6,-7,7,-12,-1
Cc1ccc(NC(=O)C2CC(=O)Nc3nc4ccccc4n32)c(C)c1 (stereo unspecified),-12,1.3,-4,-2,0,-7,7,-15,0
COc1ccc(-n2c(SCC(N)=O)nc3sc4c(c3c2=O)CCN(C)C4)cc1,5,0.4,-5,7,1,-6,4,-6,-21
CC(C)(C)CC(=O)Nc1ccc(-c2cn3cccnc3n2)cc1,15,5.4,-2,-4,16,5,1,-3,-1
Cc1nc(NC(=O)CSc2nnc(N)s2)c(Cl)cc1Cl,-11,0.3,-3,-1,1,-2,2,-11,-1
CCCCNC(=S)N/N=C/c1sccc1C,-14,0.8,-6,-15,-1,2,-5,-19,-26
CC(C)(C)NC(=O)CN(Cc1ccco1)C(=O)CCC(=O)Nc1nccs1,2,-0.2,3,6,1,-3,11,7,-2
CCCCSC(=S)N(C)C1CCS(=O)(=O)C1 (stereo unspecified),-13,0.6,-5,-1,1,-8,7,-8,-5
Cc1ccc(C)c(NC(=S)N(C)CCc2ccccn2)c1,-5,0.2,-7,-5,1,-10,12,-8,-4
CC(C)(C)OC(=O)N(Cc1ccccc1)Cc1ccccc1OCc1cccc(NC(=O)c2ccccc2)c1,·,0.7,-3,-2,0,-10,4,2,·
CC(=O)OC1CC(C)(C)N(OC(=O)CCCN2C(=O)c3ccccc3C2=O)C(C)(C)C1,-12,0.6,-3,9,4,0,4,3,-12
COC(=O)c1ccccc1OCC(=O)NC1CCCCC1,-18,0.8,-5,7,2,3,-6,-25,-4
O=C(CN1C(=O)/C(=C/c2cccc(Br)c2)SC1=S)Nc1cccnc1,-12,2.3,-7,-3,1,-6,12,-14,-4
Cc1nc(SCc2ccccc2)c([N+](=O)[O-])[nH]1,0,1.2,-5,5,2,-4,5,-7,-5
Cc1cc(NC(=O)CCCSc2nc(-c3ccco3)cc(C(F)(F)F)n2)n(-c2ccccc2)n1,-19,1.6,-4,3,0,1,0,2,-11
C[N+](C)(CC#N)C/C=C\c1ccccc1,-6,-0.1,-7,1,1,5,-2,-9,-8
CC(C)C1Oc2ccccc2C(=O)N(CC(=O)c2ccc3c(c2)OCCO3)C1=O (stereo unspecified),-16,1.6,-1,3,3,-1,4,-10,-13
